Bioassay records: PubChem, Sanford-Burnham Center for Chemical Genomics
MPTP inh – permeability transition pore inhibition; isolated mouse mitochondria, Ca2+ swelling absorbance, 30 min; AID 602449; hit rate 1.4% among 360,000; inhibition, % at 10 µM;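 active = inhibition of 50% or more, scaled per plate between neutral and stimulator controls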;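 note: 0% = DMSO wells given calcium and 100% = 1 mM EGTA wells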
A3A deaminase – inhibitors of human APOBEC3A DNA deaminase | recombinant A3A, FAM/TAMRA ssDNA deamination fluorescence | inhibition, % at 20 µM | hit rate 0.41% among 330,000 | AID 493011;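 active = at least 40% inhibition at 20 µM here, with at most 30% in a related deaminase screen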;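 note: plate controls were A3A with DMSO for no effect and wells lacking A3A enzyme for full effect; some results filed as inactive read as strong as hits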
Target sequence (P31941 whole entry, looked up): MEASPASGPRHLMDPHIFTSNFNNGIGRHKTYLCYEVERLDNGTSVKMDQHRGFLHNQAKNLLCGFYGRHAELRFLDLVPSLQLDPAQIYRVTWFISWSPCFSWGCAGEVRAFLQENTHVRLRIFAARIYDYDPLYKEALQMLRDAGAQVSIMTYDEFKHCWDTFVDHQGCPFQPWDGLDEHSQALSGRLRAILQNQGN
CXCR6 block – blocks human CXCR6 beta-arrestin recruitment | AID 602244 | hit rate 0.36% among 360,000 | inhibition, % at 20 µM | CHO-K1 PathHunter CXCR6 beta-arrestin, luminescence | O00574; in the data active = inhibition above about 34%, passing the limit was not always enough;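 note: antagonist mode with CXCL16 agonist at 10 nM final; 0% = 10 nM CXCL16 with DMSO and 100% = unstimulated wells without agonist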
A3G deaminase – inhibitors of human APOBEC3G DNA deaminase. hit rate 0.28% among 330,000. recombinant A3G, ssDNA deamination FAM/TAMRA fluorescence. inhibition, % at 20 µM;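 active = inhibition of at least 40% at 20 µM, with no more than 30% in the related APOBEC3A deaminase screen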;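 note: plate controls were DMSO wells with A3G for no effect and wells lacking A3G enzyme for full effect; some compounds called inactive have numbers as strong as hits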
Target sequence (Q9HC16 whole entry, looked up): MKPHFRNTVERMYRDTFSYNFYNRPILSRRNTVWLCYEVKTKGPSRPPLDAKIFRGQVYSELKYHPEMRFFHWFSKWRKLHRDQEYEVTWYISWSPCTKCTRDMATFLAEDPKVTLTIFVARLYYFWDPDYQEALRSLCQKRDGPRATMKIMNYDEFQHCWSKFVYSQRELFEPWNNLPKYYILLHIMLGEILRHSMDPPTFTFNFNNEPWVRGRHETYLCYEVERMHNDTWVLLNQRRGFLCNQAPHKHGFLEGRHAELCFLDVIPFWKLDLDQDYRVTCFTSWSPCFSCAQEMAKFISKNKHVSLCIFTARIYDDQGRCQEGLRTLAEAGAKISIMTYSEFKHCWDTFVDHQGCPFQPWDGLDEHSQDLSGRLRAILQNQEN
GRIN3A LBD mod – modulates the human NR3A ligand-binding domain; NR3A LBD differential scanning fluorimetry, Tm shift; 0% = protein alone, 100% = glycine-bound protein; Tm shift relative to glycine control, % at 25 µM; hit rate 2.5% among 340,000; AID 1259313;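 active = melting temperature shift of at least 10% of the positive control shift, at one fixed dose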
EBI2 block – EBI2 (human) antagonism; AID 651636; hit rate 0.81% among 360,000; inhibition, % at 5 µM; P32249; EBI2 beta-arrestin recruitment, luminescence, 7a,25-OHC stimulated; in the data active = inhibition above about 38%;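 note: enzyme fragment complementation signal reports receptor beta-arrestin coupling in cells; 0% = agonist plus DMSO wells and 100% = wells without agonist; some results beyond the cut were filed as inactive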
Target sequence (P32249 whole entry, looked up, the tested form may be a part): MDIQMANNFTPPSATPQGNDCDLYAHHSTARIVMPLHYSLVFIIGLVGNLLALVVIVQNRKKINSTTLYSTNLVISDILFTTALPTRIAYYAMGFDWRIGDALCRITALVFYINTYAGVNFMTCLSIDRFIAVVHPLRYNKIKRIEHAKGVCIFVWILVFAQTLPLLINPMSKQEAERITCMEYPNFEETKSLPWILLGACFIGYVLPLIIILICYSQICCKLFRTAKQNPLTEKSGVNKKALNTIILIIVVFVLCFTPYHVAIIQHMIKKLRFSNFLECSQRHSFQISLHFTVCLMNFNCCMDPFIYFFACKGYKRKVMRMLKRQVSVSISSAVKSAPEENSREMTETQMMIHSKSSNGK
CCR6 antag – antagonists of human CCR6 receptor | hit rate 0.49% among 340,000 | inhibition, % at 20 µM | CHO-K1 CCR6 PathHunter beta-arrestin, luminescence, CCL20-stimulated | P51684;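 active = compounds whose inhibition of the agonist-driven luminescence signal at 20 µM reaches about 50%, limit read from the data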;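 note: cells stimulated with CCL20 at 14 nM final; plate controls were DMSO with CCL20 for no effect and DMSO without agonist for full effect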
Gli-Sufu block – Gli-Sufu pathway antagonism. Sufu-KO-LIGHT fibroblasts, Gli luciferase reporter luminescence. inhibition, % at 5 µM. hit rate 0.74% among 340,000. AID 588413;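 active = inhibition above about 55%, limit read from the data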;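 note: 0% = DMSO-treated cells and 100% = wells with medium but no cells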
Starred values were filed as active, the others as inactive; / = not tested or not shown.

SMILES | MPTP inh | A3A deaminase | CXCR6 block | A3G deaminase | GRIN3A LBD mod | EBI2 block | CCR6 antag | Gli-Sufu block
COc1ccc(Cl)cc1NC(=O)c1cc(-c2ccccc2)on1 | 0.5 | -1.8 | -27.0 | 6.3 | -1.8 | 0.3 | -2.9 | 0.8
O=C(Nc1c(C(=O)Nc2cccc(F)c2)oc2ccccc12)c1ccc2c(c1)OCO2 | 1.5 | -3.2 | 8.2 | -2.3 | 1.3 | -25.3 | -13.2 | -24.3
COc1cccc(C(=O)N(C)CC2CCN(CCc3cccc(C(F)(F)F)c3)CC2)c1 | 19.4 | 3.2 | 9.7 | 0.1 | -3.0 | -0.4 | 22.0 | 30.2
Cc1ccnc(NC(=O)CS(=O)(=O)Cc2ccccc2)c1 | 1.1 | 3.5 | -5.0 | -1.1 | -0.2 | -7.5 | -6.3 | -5.7
COCCNC(=O)C(c1ccc(F)cc1)N(C(=O)CCC(=O)Nc1nccs1)c1cccc(C)c1 (centres undefined) | -3.0 | 3.6 | 6.3 | -11.7 | -0.9 | 0.4 | -0.7 | 29.4
CC1=C(C(=O)N2CCCC(C(=O)c3cccc(C(F)(F)F)c3)C2)OCCO1 (centres undefined) | 5.2 | -4.4 | -7.1 | -5.3 | 0.4 | -3.2 | -5.6 | 11.9
CCCCCCCCc1nc(SC(C)C(=O)O)n[nH]1 (centres undefined) | 1.7 | 1.5 | 6.9 | -0.9 | 2.0 | -13.1 | 2.0 | -8.9
CN1CC(C(=O)Nc2ccc(F)c(Cl)c2)CC1=O (centres undefined) | -1.4 | -8.0 | 11.7 | -8.3 | -1.0 | -0.2 | -0.3 | -31.6
COC(=O)c1ccccc1NC(=O)CSc1ncccn1 | 3.3 | -3.0 | 2.0 | -8.7 | -2.1 | -14.1 | 10.3 | -1.2
O=C(O)C1C2C=CC(C2)C1C(=O)Nc1cccc(C(F)(F)F)c1 (centres undefined) | 0.1 | -3.1 | -11.0 | -3.3 | -0.4 | -4.1 | 7.6 | 6.0
COCCNC(=O)C(c1ccc(C)o1)N(C(=O)C(=O)NC1CCCCC1)c1ccc(F)cc1 (centres undefined) | 0.9 | 0.2 | -2.4 | -7.4 | -1.1 | -9.9 | 12.1 | -0.9
O=C(c1cccc([N+](=O)[O-])c1)N1CCN(c2cccc(Cl)c2)CC1 | 0.3 | -2.2 | -4.8 | -5.3 | -0.1 | 0.6 | 8.5 | 10.4
Cc1ccnc(NC(=O)C2CCC(CNc3c(N4CCCC4)c(=O)c3=O)CC2)c1 (centres undefined) | 0.1 | -0.9 | -0.6 | -8.3 | -0.9 | -2.3 | 5.6 | 6.6
O=C(Nc1ccc([N+](=O)[O-])cn1)c1cc(-c2cccc(Cl)c2)nc2ccccc12 | 18.3 | 0.4 | -1.1 | -0.5 | -4.2 | -8.5 | 10.2 | 10.1
O=C1C(=O)N(CCN2CCOCC2)C(c2ccccn2)/C1=C(/O)c1ccccc1 (centres undefined) | -2.0 | 3.9 | 1.7 | 1.4 | -0.7 | 2.0 | -6.4 | 1.1
COc1ccc(NC(=O)CN(C)C(=O)CCNS(=O)(=O)c2ccc(Br)cc2)cc1 | -1.8 | -3.5 | 0.7 | -7.3 | 0.2 | 1.4 | 24.4 | -4.1
O=C(NCc1cc2ccccc2[nH]1)C1CCC(=O)N(CCCN2CCCC2=O)C1 (centres undefined) | 0.7 | -2.5 | -8.8 | 8.7 | -2.2 | -3.5 | -2.6 | 58.8*
O=C(c1ccc(-c2ccccc2)cc1)C1CCCN(C(=O)Cn2cncn2)C1 (centres undefined) | -3.5 | -0.9 | 5.1 | -1.3 | -1.1 | -2.6 | 22.5 | 14.9
Cc1ccc(/C=N\NC(=O)CCc2n[nH]c(=O)[nH]c2=O)o1 | 2.3 | 1.6 | -6.6 | 1.7 | -1.2 | -12.2 | 2.2 | -14.1
CC12CCC(C(=O)N(CC(O)CN3CCN(Cc4ccccc4)CC3)C1=O)C2(C)C (centres undefined) | 1.2 | -2.6 | 1.5 | -5.7 | -0.7 | -4.3 | 7.8 | 1.7
CCCC1(C(=O)OCC)NC(c2ccc(OC)cc2OC)C2C(=O)N(c3ccc4c(c3)OCCO4)C(=O)C21 (centres undefined) | -1.4 | 1.6 | 1.4 | -3.1 | 1.0 | -13.6 | 8.4 | 5.1
CC(=O)Nc1ccc(S(=O)(=O)NC(CC(=O)NC2CCCCC2C)C(C)C)cc1 (centres undefined) | / | -3.5 | / | -8.2 | 1.0 | / | -5.2 | -6.2
Cc1ccc(-n2ncc3c(SCc4ccccn4)ncnc32)c(C)c1 | 0.6 | -2.3 | 12.5 | -12.0 | 0.3 | 10.2 | 7.0 | -2.4
CC1Oc2ccccc2C=C1/C=N/NC(=O)[C@@H](C)NC(=O)OC(C)(C)C (some centres undefined) | 6.5 | 0.4 | -2.4 | -0.6 | -5.1 | 7.0 | 4.9 | -0.4
O=C(CNc1ccc(Br)cc1)Nc1ccc(S(=O)(=O)N2CCCC2)cc1 | 3.2 | -1.3 | -3.5 | -7.3 | 7.1 | 22.7 | 12.2 | -2.3
More entries follow:
SMILES | MPTP inh | A3A deaminase | CXCR6 block | A3G deaminase | GRIN3A LBD mod | EBI2 block | CCR6 antag | Gli-Sufu block
CCNC(=O)NC(=O)COC(=O)CCCc1nc2ccccc2s1 | -0.8 | 0.2 | -4.0 | -8.8 | -1.5 | -1.8 | 0.8 | 1.5
Cc1onc(-c2c(Cl)cccc2Cl)c1C(=O)N(C)Cc1ccccc1 | 0.1 | -6.2 | 13.3 | -3.5 | -4.0 | 9.3 | 1.6 | -0.9
O=C(COC(=O)C1(c2cccc(F)c2)CCCC1)NCc1ccc2c(c1)OCO2 | 9.6 | 0.5 | -11.5 | 2.6 | -7.2 | 2.8 | -4.7 | 3.9
[O-]/[N+](=C\c1ccccc1)c1ccccc1 | -0.2 | -2.1 | 5.9 | -7.2 | 3.1 | -3.8 | 7.6 | 6.0
CCOc1ccccc1NC(=O)c1ccc2nc[nH]c2c1 | -2.0 | 1.8 | -1.4 | -3.4 | -4.7 | -15.2 | -14.1 | 16.7
O=C1CC(c2ccc(Cl)cc2)CC(O)=C1C=NCc1ccc(Cl)c(Cl)c1 (centres undefined) | -0.3 | 1.5 | 4.2 | -1.9 | -10.6 | 10.9 | 11.1 | -0.7
Cc1cccc(C(=O)NCCc2csc(C)n2)c1 | -3.2 | -1.4 | -3.5 | -8.8 | -1.2 | 6.7 | 1.6 | 4.4
N#Cc1ccc(C(=O)Nc2nnc(-c3ccco3)o2)cc1 | -0.6 | -2.7 | 0.2 | -8.2 | -0.6 | -3.0 | -1.0 | 4.6
O=C(Cc1ccccc1)c1c[nH]c(C(=O)NCc2ccncc2)c1 | 0.1 | -3.5 | 6.4 | -4.5 | -0.4 | -6.0 | 4.0 | -3.4
C[C@@H]([C@H](O)c1ccccc1)N(C)C(=S)Nc1ccccc1 | -1.0 | -4.6 | 4.9 | -4.4 | 1.7 | -14.8 | 9.0 | 10.9
Cc1ccc(S(=O)(=O)c2c(C)nn(C(C)(C)C)c2OC(=O)C(C)(C)C)cc1 | -3.3 | -0.1 | 6.2 | -2.9 | 1.7 | -0.6 | 15.7 | 8.0
CC(Cc1ccccc1)C(=O)N(C)Cc1ccccc1 (centres undefined) | 26.5 | -1.0 | 2.3 | 8.4 | 1.1 | -9.4 | 3.4 | 13.1
COc1ccc(-c2c3c(cc4ncn(Cc5ccccc5)c24)COC3=O)cc1 | -0.2 | -1.3 | 7.6 | -4.7 | -2.7 | -0.4 | 17.6 | -2.5
CN(C)C(CNC(=O)CSc1nc2ccccc2c(=O)n1Cc1ccco1)c1ccccc1 (centres undefined) | 0.7 | -3.3 | -2.3 | -6.3 | -1.7 | -3.0 | 9.2 | 10.4
CCCOC(=O)c1c(NC(=O)C2CCCO2)sc(C(=O)OC)c1C (centres undefined) | 1.4 | -1.8 | 4.0 | 41.4* | 1.8 | 13.3 | 11.8 | 0.7
CCOc1ccc(C(=O)NC(=S)Nc2ccc(NC(=O)C(C)C)cc2)cc1[N+](=O)[O-] | 2.4 | -6.2 | 19.3 | -10.0 | 4.2 | 19.4 | 28.1 | 2.1
COc1ccc(-c2nc(NC(=O)C3CC(=O)N(Cc4ccco4)C3)sc2C)cc1 (centres undefined) | -0.6 | -3.5 | -5.0 | -6.4 | -2.9 | -1.8 | -9.7 | -4.7
O=C(/C=C/Nc1ccc(F)cc1Br)c1ccccc1 | 1.3 | 4.2 | 6.2 | -1.1 | -1.8 | 2.5 | -5.1 | -18.7
O=C(O)c1nc(NCCc2ccccc2)ncc1Cl | -0.4 | -1.1 | -3.5 | -9.4 | 0.2 | -0.9 | -12.2 | -14.5
CC(C)(C)C(=O)N1CCC(O)(CS(=O)(=O)Cc2ccc(Cl)cc2)CC1 | -0.8 | 1.4 | 1.5 | -0.7 | 1.1 | 0.7 | 4.7 | 7.8
COc1cc(CC(=O)Nc2ccccc2N2CCOCC2)cc(OC)c1OC | 1.8 | -1.4 | -2.5 | -6.7 | 0.3 | -13.6 | -17.4 | 6.2
Clc1cccc(Oc2cnc3ccccc3n2)c1 | -0.6 | -1.4 | -2.1 | -5.4 | 1.0 | 6.2 | 14.2 | -15.2
COc1ccc(Br)cc1C(=O)NCc1cccnc1 | -0.4 | 1.6 | 5.9 | 0.8 | 3.2 | -4.1 | -2.7 | 4.7
Cc1ccc(C2CC(=O)C=C(NCC(C)C)C2)cc1 (centres undefined) | 0.3 | -2.1 | -5.6 | 0.8 | -1.1 | 2.5 | 6.7 | 6.6
COC(=O)C1C(O)=C(C=Nc2cccc3ccccc23)C(=O)CC1(C)C (centres undefined) | 4.4 | -0.5 | 1.6 | 2.7 | -3.5 | -3.7 | 10.7 | 0.2

Laid out differently: entries from further up
molecule	MPTP inh	A3A deaminase	CXCR6 block	A3G deaminase	GRIN3A LBD mod	EBI2 block	CCR6 antag	Gli-Sufu block
Cc1cccc(C(=O)NCCc2csc(C)n2)c1	-3.2	-1.4	-3.5	-8.8	-1.2	6.7	1.6	4.4
N#Cc1ccc(C(=O)Nc2nnc(-c3ccco3)o2)cc1	-0.6	-2.7	0.2	-8.2	-0.6	-3.0	-1.0	4.6

Copied from the list.
CC(C)(C)C(=O)N1CCC(O)(CS(=O)(=O)Cc2ccc(Cl)cc2)CC1 @ CXCR6 block = 1.5
COc1ccc(Br)cc1C(=O)NCc1cccnc1 @ A3G deaminase = 0.8
O=C(O)c1nc(NCCc2ccccc2)ncc1Cl @ EBI2 block = -0.9

(cont.)
SMILES | MPTP inh | A3A deaminase | CXCR6 block | A3G deaminase | GRIN3A LBD mod | EBI2 block | CCR6 antag | Gli-Sufu block
CN(C)CCn1ccc(O)c(Cc2ccc(Cl)cc2)c1=O | -0.5 | -3.0 | 2.6 | -10.3 | 0.5 | -3.3 | 10.6 | 0.4
COc1cc(C(c2c(C)[nH][nH]c2=O)c2c(C)[nH][nH]c2=O)cc(OC)c1OC | -0.6 | -3.0 | -0.9 | -8.2 | -0.3 | -1.2 | 13.3 | 5.5
CCc1ccc2oc(-c3ccc(OC)cc3)cc(=Nc3c(C)n(C)n(-c4ccccc4)c3=O)c2c1 | 44.6 | -0.4 | 19.4 | -6.5 | -6.5 | 31.1 | -2.1 | 4.2
Cc1cc(S(=O)(=O)N2CCN(CC(=O)N(C)Cc3ccccc3)CC2)ccc1Br | -1.3 | 23.9 | -3.9 | -10.0 | -0.1 | 8.7 | -1.0 | 5.6
O=C(Nc1cccnc1)C1CCCN1S(=O)(=O)c1ccc(Cl)c(Cl)c1 (centres undefined) | -0.5 | -1.2 | 3.3 | -4.3 | -0.6 | 0.8 | 9.3 | 16.2
O=C(c1ccc(Cl)c(S(=O)(=O)N2CCCCCC2)c1)N1CCCCC1 | -1.9 | 1.5 | -0.3 | 9.0 | -2.1 | -9.9 | 1.2 | -6.3
CCCC1=C(C(=O)OCC)C(c2cc(Cl)cc(OC)c2OCc2ccccc2)NC(=O)N1 (centres undefined) | 1.2 | 1.6 | -2.4 | -1.2 | 1.4 | 11.8 | 3.5 | -3.3
